RBBP9 inhibitor = blocks human serine hydrolase RBBP9 | recombinant RBBP9, FP-Rh probe fluorescence polarization | actives 0.2% (n = 220,000) | AID 1515 | inhibition, % at 7.94 µM;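 active = inhibition above the campaign mean of all tested compounds plus 3 SD, cut at about 14% in these data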;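 also: plate controls were DMSO wells with RBBP9 for no effect and wells lacking RBBP9 protein for full effect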
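Controls: DMSO-treated enzyme wells and wells lacking RBBP9 | Material: RBBP9 protein | Technique: Fluorescence polarization | Replication: Single well per compound, no replicates | Buffer or medium: Tris-NaCl-Pluronic buffer, pH 8.0 | Timing: 30 min compound preincubation, 45 min probe labeling, 25 °C | Read-out basis: Percent inhibition from mP, scaled between DMSO and no-protein wells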
PERK inh = human PERK inhibition, primary cell-based screen. CHO PERK-DD fusion, SEAP luminescence translation reporter. actives 0.17% (n = 220,000). inhibition, % at 5.6 µM. AID 1416;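 active = inhibition above the mean inhibition of all tested compounds plus 3 SD, set separately per screening campaign, cut at about 2.9% in these data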;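 also: PERK kinase domain activated by AP20187 dimerizer at 100 nM; 0% = DMSO with dimerizer and 100% = rapamycin at 8.4 µM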
L929 necroptosis = blocks zVAD induced death of L929 cells; AID 1377; L929 zVAD necroptosis rescue, ATP luminescence, 24 h; with zVAD 60 µM; actives 0.38% (n = 220,000); viability rescue, % at 10 µM;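 active = activation, scaled between plate controls, above about 75%, limit read from the data; inactive = activation under that limit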;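 also: 0% = zVAD with DMSO and 100% = DMSO alone without zVAD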
Runt-CBFb FRET = Runt domain-CBFb interaction inhibition. Cerulean-Runt/Venus-CBFb FRET ratio 530/480, 1 h. actives 0.46% (n = 220,000). inhibition, % at 20 µM;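 active = inhibition over about 50% at 20 µM in the single-dose screen, limit read from the data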;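 also: 0% = DMSO wells and 100% = excess unlabeled CBFb competitor control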
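test system = Cerulean-tagged RUNX1 Runt domain (FRET donor) fusion protein | reagent = Venus-CBFb binding partner, 100 nM | incubation = protein complex preformed 1 h, compound exposure 1 h, room temperature, dark | detection = FRET fluorescence | read-out basis = loss of energy transfer signal | controls = 5 µM unlabeled CBFb as full-inhibition high control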
PGE2 EP2 inh = blocks the human prostaglandin E2 receptor EP2. P43116. AID 1422. C6 glioma cells expressing human EP2, cAMP TR-FRET; cells stimulated with saturating PGE2. actives 0.52% (n = 260,000). inhibition, % at 25 µM;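 active = percent inhibition above 40 after rounding to a whole number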;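 also: rat C6 glioma host cells with rolipram phosphodiesterase inhibitor present; the protocol text gives 20 µM as final concentration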
Target sequence (P43116 whole entry, looked up): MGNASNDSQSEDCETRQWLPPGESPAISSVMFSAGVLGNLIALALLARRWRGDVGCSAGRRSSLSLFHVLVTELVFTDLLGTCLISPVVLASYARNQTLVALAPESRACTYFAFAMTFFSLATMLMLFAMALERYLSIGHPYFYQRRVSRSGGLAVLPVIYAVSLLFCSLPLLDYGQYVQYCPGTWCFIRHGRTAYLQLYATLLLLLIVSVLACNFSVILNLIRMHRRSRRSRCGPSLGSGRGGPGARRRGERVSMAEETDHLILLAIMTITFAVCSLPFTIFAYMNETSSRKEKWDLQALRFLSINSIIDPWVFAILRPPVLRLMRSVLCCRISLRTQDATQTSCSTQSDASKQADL
EP2 mod = modulators of human EP2 prostaglandin E2 receptor | P43116 | induction, % at 25 µM | actives 0.83% (n = 260,000) | EP2-expressing cells, cAMP HTRF FRET, PGE2 co-stimulation | AID 940;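 active = compounds whose cAMP rise, as percent of the full-agonist control response, exceeds 60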;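 also: rat C6 glioma line stably carrying human EP2 under a CMV promoter; the protocol text gives 20 µM as final concentration; 100% = response of wells given 1 µM PGE2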
Hck Nef HTS = human Hck-Nef kinase inhibition. inhibition, % at 20 µM. P08631. Recombinant Hck-YEEI plus Nef, Z-Lyte FRET kinase assay. actives 0.68% (n = 220,000);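 active = Hck-Nef kinase inhibition above about 50%, limit read from the data; inactive = inhibition below that limit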;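 also: 0% = DMSO with Hck plus Nef and 100% = Hck alone without Nef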
Target sequence (P08631 whole entry, looked up): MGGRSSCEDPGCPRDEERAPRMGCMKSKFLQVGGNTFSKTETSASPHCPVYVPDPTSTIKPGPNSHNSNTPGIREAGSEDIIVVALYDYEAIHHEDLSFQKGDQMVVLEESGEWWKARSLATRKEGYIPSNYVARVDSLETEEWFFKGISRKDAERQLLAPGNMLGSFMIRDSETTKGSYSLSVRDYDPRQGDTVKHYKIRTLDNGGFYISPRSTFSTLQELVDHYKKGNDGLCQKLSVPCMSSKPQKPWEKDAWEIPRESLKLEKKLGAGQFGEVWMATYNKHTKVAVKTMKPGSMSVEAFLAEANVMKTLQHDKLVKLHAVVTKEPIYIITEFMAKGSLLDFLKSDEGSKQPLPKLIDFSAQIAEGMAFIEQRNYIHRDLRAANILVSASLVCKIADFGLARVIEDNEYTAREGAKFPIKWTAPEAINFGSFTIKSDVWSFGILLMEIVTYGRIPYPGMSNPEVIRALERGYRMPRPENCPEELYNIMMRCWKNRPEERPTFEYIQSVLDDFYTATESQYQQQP
Runt-SMMHC FRET = Runt domain-CBFb-SMMHC interaction inhibition; Cerulean-Runt/Venus-CBFb-SMMHC FRET ratio 530/480, 1 h; inhibition, % at 20 µM; actives 0.74% (n = 220,000); AID 1434;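 active = mean inhibition across duplicate retests at 20 µM reaching about 50%, limit read from the data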;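 also: 0% = DMSO wells and 100% = wells with excess untagged CBFb-SMMHC; inhibitors lower the FRET ratio by blocking Runt binding to CBFb-SMMHC; some results filed as inactive read as strong as hits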
TNF necrop inh = blocks TNF-alpha induced death of Jurkat FADD-/- cells | Jurkat FADD-/- TNF necroptosis rescue, ATP luminescence, 24 h; 0 = TNF only, 100 = no-TNF cells | activation (protection from cell death), % at 10 µM | actives 0.068% (n = 220,000);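 active = activation, meaning protection from cell death, of at least 50% relative to plate controls; inactive = activation below 50%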;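 also: necroptosis triggered by 40 ng/mL TNF-alpha added together with compound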
Starred values were filed as active, the others as inactive; · = no result given; & = joins results of further samples. These rows are one share of the data; rates above refer to the full screens.

SMILES	RBBP9 inhibitor	PERK inh	L929 necroptosis	Runt-CBFb FRET	PGE2 EP2 inh	EP2 mod	Hck Nef HTS	Runt-SMMHC FRET	TNF necrop inh
CC1CCCCN1C(=O)Cn1cc(C#N)c2ccccc21 (stereo unspecified)	-6.7	0.6	-0.5	-0.6	12.6	-31.2	8.5	1.9	-0.4
COc1ccc(N2CCN(C(=O)CCCN3C(=O)c4cccc5cccc(c45)C3=O)CC2)cc1	-4.7	-1.2	-0.2	-1.6	6.0	-12.1	-0.3	-6.0	-7.2
O=C(Nc1ccc2[nH]c(=O)[nH]c2c1)c1ccc(Cl)c(Cl)c1	-0.5	-0.3	2.0	0.3	9.1	3.3	-6.9	0.1	-1.1
CCN(CC)c1ccc(C(=O)O)cc1	-3.0	0.0	0.0	-1.3	9.6	24.8	0.7	3.1	0.8
CSc1ccccc1C(=O)N1CCN(c2cccc(Cl)c2)CC1	-6.6	0.7	3.3	-0.8	10.5	-56.0	-1.3	1.8	-3.5
C=CCN(CC=C)C(=S)NC(=O)Cc1cccc2ccccc12	-3.4	0.4	-2.6	0.6	11.0	10.4	24.4	2.5	-2.6
CN(C)c1ccc(/C=C/C=N/Nc2nc(N3CCOCC3)nc(N3CCOCC3)n2)cc1	-6.1	0.7	6.5	18.1	11.9	-26.2	-13.2	-34.0	-0.4
Cc1nn(C)c(Cl)c1NC(=O)OCc1ccccc1	-3.7	1.0	0.2	0.5	5.2	-25.4	0.5	-3.7	-5.1
O=C(CN1CCN(c2ccc(F)cc2)CC1)Nc1cccnc1Cl	0.1	-0.6	0.2	1.6	7.3	-45.7	2.3	0.4	0.3
CN(C)S(=O)(=O)c1ccc(NC(=O)c2ccccn2)cc1	-9.7	0.2	0.6	-0.4	7.2	11.8	2.4	0.2	3.6
CCn1cc(CN2N=C(C)CC2c2ccccc2)c(C)n1 (stereo unspecified)	-3.8	1.1	0.4	0.0	5.5	10.7	7.1	5.0	-1.2
CC12CCC(C(=O)Nc3cccc(Cl)c3)(C(Br)C1=O)C2(C)C (stereo unspecified)	3.9	0.7	1.0	-3.5	6.1	-9.8	6.2	4.1	3.4
NC(=O)CNC(=O)[C@@H]1CC2(CC(c3ccc(Cl)cc3)=NO2)CN1C(=O)c1ccc(Br)cc1 (stereo partly specified)	-4.3	0.3	0.3	·	10.7	-14.5	5.4	-0.3	-1.2
COc1cc(OC)c(OC)cc1CN1CCCC(C(=O)N2CCCCC2)C1 (stereo unspecified)	-0.5	-0.3	0.7	-1.0	10.8	20.2	-0.1	-4.3	0.7
CC(C)CC(N=Cc1c(O)c2ccccc2oc1=O)C(=O)O (stereo unspecified)	-11.7	0.7	1.9	-1.3	13.0	37.4	9.9	-1.2	-5.2
CCOC(=O)C1(Cc2cccc(Cl)c2)CCCN(CCO)C1 (stereo unspecified)	-6.4	0.2	-0.3	-2.1	12.1	4.3	19.5	-2.7	1.2
Cc1ccccc1OCC(=O)NCCc1nc2ccccc2[nH]1	7.4	-0.9	·	-2.6	7.5	-18.0	-7.4	0.9	2.0
Cc1cc2nc(-c3ccc(SCc4ccccc4C#N)nc3)[nH]c2cc1C	-15.4	0.7	6.6	1.3	7.1	-18.5	4.4	-1.0	-1.5
COc1cccc(CN(C)Cc2nc(Cc3ccccc3Cl)no2)c1	-2.6	0.4	0.7	-1.9	1.8	-28.2	-2.1	-0.1	2.3
N#Cc1c(-c2ccccc2)ccn(Cc2ccc(Cl)cc2)c1=O	3.7	-1.0	-0.1	-2.8	12.4	-22.3	-0.2	0.6	-0.7
Cc1ccccc1OCc1nc2ccccc2c(=O)n1NC(=O)c1ccco1	5.2	1.2	0.3	-1.9	9.8	33.2	4.1	2.0	-1.3
Cc1onc(-c2ccccc2)c1C(=O)Nc1ccc(S(=O)(=O)NC2=NCCCCC2)cc1	5.8	-0.9	2.0	0.8	6.4	13.8	0.4	-0.6	1.9
O=C(NNc1cccc(Cl)n1)Nc1ccccc1Cl	0.4	1.9	-0.1	2.4	11.8	4.8	0.7	3.9	-1.1
CNc1ccc(/C=C(\C#N)c2ccccn2)cc1[N+](=O)[O-]	-15.0	0.2	2.3	-43.3	11.7	18.8	11.3	-113.0	-1.4
OC1(c2ccccc2F)CCN(Cc2nnc(-c3ccccc3)o2)CC1	-6.2	-0.8	0.1	0.1	5.5	-5.0	1.9	-0.3	-3.0
CCSc1nnc(Cc2cc(=O)[nH]c(=O)[nH]2)n1-c1ccc(Cl)cc1	·	·	0.6	-0.2	9.1	-42.1	27.6	0.2	0.9
COc1ccccc1C1CCN(C(=O)c2cnn(-c3ccccc3)c2C)CC1	-11.0	0.2	0.8	0.0	11.4	-40.1	13.6	-0.3	-8.6
O=CNC(Cc1ccccc1)C(=O)O (stereo unspecified)	-6.5	0.9	1.6	0.8	5.6	14.7	3.1	-1.8	0.6
c1ccc(-c2csc(-c3ccncc3)n2)cc1	-8.4	0.3	28.3	·	6.1&7.4	-60.7&-10.2	21.1	·	-1.1
CCCOc1ccc2c3c(c(=O)oc2c1)CCCC3	0.4	0.7	0.6	-4.2	12.5	48.4	-0.3	-0.9	-2.9
COc1ccc(S(=O)(=O)N2CCC(C(=O)NCc3ccccc3)CC2)cc1OC	0.6	0.2	0.8	0.5	8.4&6.1	-19.1&15.7	13.8	-0.1	0.6
CC(C)(C)C1CCC(=NNC(=O)C(=O)NCc2ccco2)CC1 (stereo unspecified)	-15.0	0.9	-0.1	-1.4	3.9	20.6	0.2	39.4	0.4
COc1ccc(CC(=O)NCc2nnc(SCC(=O)Nc3cccc(F)c3)n2C)cc1	-0.6	1.2	1.1	1.0	11.2	10.5	8.5	-0.5	-1.4
Cc1cccn2c(=O)c3cc(C(=O)N4c5ccccc5CC4C)n(C)c3nc12 (stereo unspecified)	-7.1	-0.1	2.8	2.4	·	58.7	3.0	14.5	-10.0
CC(=O)N1CCN(c2nc(-c3cccs3)nc3ccccc23)CC1	-3.7	0.5	1.4	-0.7	6.2	-35.9	-14.5	-1.8	-1.6
Cc1cc(NC(=O)Cc2ccccc2)c2ccccc2n1	-6.3	1.4	0.7	0.4	5.2	-47.6	-25.3	2.7	-4.5
NC(=O)C1=C[C@@H](c2csc3ccccc23)C[C@@H](OCc2ccc(CO)cc2)O1	·	·	1.4	1.5	9.3	-11.9	19.9	-3.6	-5.1
S=c1nccc(-c2cc(Cl)sc2Cl)[nH]1	-1.1	0.0	0.2	6.9	31.8	10.9	-4.5	-0.6	-3.7
O=C1NC(c2ccccc2)(C(F)(F)F)SC2=CCCCCN12 (stereo unspecified)	-6.2	0.3	1.6	7.0	23.4	14.2	3.1	2.8	-1.7
COc1cccc(NC(=O)Nc2cccn(Cc3ccc(C)cc3)c2=O)c1	-4.1	-0.9	20.1	0.9	10.5	-57.0	18.4	-1.5	-1.2
Cc1cc(C)cc(-n2c(C)cc(C(=S)N3CCOCC3)c2C)c1	0.8	0.1	-0.4	0.3	7.4	24.2	2.3	5.0	-0.2
Cc1ccc2c(Cl)c(C(=O)Nc3cc(C)on3)sc2c1	-1.4	1.2	-0.1	-0.7	10.1	28.4	1.3	0.9	-0.4
CC(C)[C@H](Nc1ccc(S(=O)(=O)N2CCOCC2)cc1[N+](=O)[O-])C(=O)OCC(=O)N(C(C)C)C(C)C	-1.2	-0.8	-0.4	-9.0	6.0	-10.5	6.8	2.4	3.8
O=C(O)COc1ccccc1C1C2C(=O)N(c3ccc(F)cc3)C(=O)C2ON1c1ccccc1 (stereo unspecified)	0.2	-0.1	-0.3	1.5	9.5	33.7	-3.1	-1.7	2.0
CCOC(=O)c1cnc2ccc(OCC)cc2c1N1CCN(c2ccccc2)CC1	-12.2	-1.3	-0.1	-6.8	4.9	18.4	9.2	-2.2	-0.2
CC1CCN(c2c([N+](=O)[O-])c(=O)n(-c3ccccc3)c3ccccc23)CC1	-2.6	1.2	0.2	3.4	9.0	-1.5	1.1	0.0	-0.2
CC1(O)c2ccccc2C(=O)N1Cc1ccccc1 (stereo unspecified)	-0.3	0.9	-0.3	0.7	6.5	23.3	0.1	1.5	-1.7
C/C(=N/NC(=O)c1cc(C)[nH]n1)c1ccco1	-7.6	1.8	1.1	1.1	6.6	1.5	16.3	-1.3	3.3
O=C(CCNC(=O)c1ccccc1)Nc1ccc(F)c(Cl)c1	-1.7	0.9	0.1	1.1	6.8	28.2	2.1	0.4	3.7
CCOC(=O)C(=CNc1cc(C)ccc1-n1cccc1)C(=O)OCC	-0.1	-0.9	-0.8	1.4	3.8	64.7*	13.5	-7.7	-0.7
COC(=O)c1ccc(NC(=S)NC2c3ccccc3CC2O)cc1 (stereo unspecified)	-8.3	0.4	-0.1	2.4	3.4	-81.7	24.2	2.3	1.8
CCOCCCNC(=O)C(NC(=O)c1ccc(NC(C)=O)cc1)c1ccc(C)cc1 (stereo unspecified)	-5.6	-0.3	0.7	3.6	10.1	25.6	1.5	2.4	0.8
CN(C)S(=O)(=O)N(CC(=O)Nc1cccc(F)c1)c1ccccc1	-6.5	-0.3	0.0	1.5	17.7	7.1	-15.1	-5.5	-0.8
O=C(NC1CC1)C1CCN(C2CCN(C(=O)Cc3ccc(F)cc3)CC2)CC1	-6.9	1.1	-0.1	3.6	3.4	12.9	-1.4	-5.2	0.7
